From PubChem BioAssay
Efflux pump inh = antifungal efflux pump inhibition, Nile Red retention; S. cerevisiae Candida pump triplex; inhibition, % at 10 µM; 330,000 tested, 0.44% active;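 active means plate passing quality check with inhibition over a set limit, or well fluorescence over plate mean plus 4 SD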;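 further: Nile Red retained in pooled yeast measured as flow cytometry median fluorescence; 0% = buffer negative control and 100% = Enniatin B positive control; higher means more Nile Red kept so more efflux inhibition; some compounds called inactive have numbers as strong as hits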
GLD-1 TGE inh = GLD-1-TGE RNA interaction inhibition (C. elegans); Q17339; purified GLD-1 + fluorescein TGE RNA, fluorescence polarization; inhibition, % at 5.96 µM; 320,000 tested, 0.44% active;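 active means percent inhibition above a per-plate cutoff, the plate mean of test compounds plus 3 SD, cut at about 30% in these data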;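 further: 0% = DMSO wells with GLD-1 and probe and 100% = wells lacking GLD-1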
Target sequence (Q17339 whole entry, looked up): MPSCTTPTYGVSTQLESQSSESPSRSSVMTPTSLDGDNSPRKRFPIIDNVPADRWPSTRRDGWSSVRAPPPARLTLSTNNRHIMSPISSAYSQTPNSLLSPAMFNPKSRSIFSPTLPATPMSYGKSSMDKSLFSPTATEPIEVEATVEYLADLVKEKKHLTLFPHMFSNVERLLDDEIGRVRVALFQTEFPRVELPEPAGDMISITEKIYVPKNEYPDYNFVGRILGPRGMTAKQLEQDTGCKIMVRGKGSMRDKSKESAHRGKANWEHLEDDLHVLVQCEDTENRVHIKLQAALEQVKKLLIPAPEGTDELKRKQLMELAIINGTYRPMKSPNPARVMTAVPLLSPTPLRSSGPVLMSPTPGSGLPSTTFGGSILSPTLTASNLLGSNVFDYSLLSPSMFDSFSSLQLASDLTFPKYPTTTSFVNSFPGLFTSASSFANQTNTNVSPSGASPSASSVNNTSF
EBNA-1 inh = blocks EBNA-1 binding to DNA. EBNA-1 DNA binding, fluorescence polarization. inhibition, % at 14.8 µM. 300,000 tested, 0.34% active; in the data active means inhibition above about 28%
ZTA counter = ZTA (EBV) inhibition in EBNA-1 counter-screen; P03206; ZTA-DNA binding, fluorescence polarization; 320,000 tested, 0.15% active; inhibition, % at 11 µM; AID 2234; in the data active means inhibition above about 33%
Yeast superoxide = lowers age-related superoxide in aged yeast cells; S. cerevisiae aged cells, superoxide DHE fluorescence; active compounds read low; superoxide response (% of plate mean), % at 10 µM; 330,000 tested, 0.18% active; AID 2690;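 active means superoxide response under a set limit, about three screen SD below normal, cut at about 65% in these data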;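 further: yeast aged for seven days with compound at 30 °C before DHE staining; 100% = average MFI of all compound-treated wells on the plate with controls excluded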
Fam108B counter = counter-screen for RBBP9 inhibitors: inhibitors of mouse Fam108B. recombinant Fam108B, FP-Rh probe fluorescence polarization. inhibition, % at 9.51 µM. 300,000 tested, 0.33% active. AID 1947;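 active means inhibition above the screen mean inhibition plus 3 SD, computed separately per campaign, cut at about 18% in these data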;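 further: inhibitors lower polarization as less probe binds the enzyme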
Bcl-xL primary = inhibitors of human Bcl-xL; Q07817; GST-Bcl-xL / FITC-Bim BH3 peptide fluorescence polarization; inhibition, % at 10.9 µM; 320,000 tested, 0.7% active;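 active means inhibition above the mean of all tested compounds plus 3 SD, cutoff set per campaign, cut at about 30% in these data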;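 further: 0% = DMSO wells and 100% = unlabeled Bim-BH3 peptide competitor; inhibitors lower millipolarization by displacing the labeled peptide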
MCL1 BIM primary = MCL1-BIM-BH3 interaction inhibition (human) | inhibition, % at 10.9 µM | Q07820 | GST-MCL1 / FITC-Bim-BH3 fluorescence polarization | 320,000 tested, 0.68% active | AID 2057;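 active means inhibition above the mean inhibition of all tested compounds plus 3 SD, set per campaign, cut at about 40% in these data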;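 further: 0% = DMSO wells and 100% = unlabeled Bim-BH3 peptide control; higher means more loss of mP so more displacement of Bim peptide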
MEX-5 binding = C. elegans MEX-5 TCR-2 RNA binding activity; Q9XUB2; MEX-5/FITC-TCR2 RNA binding, fluorescence polarization; active compounds read low; activity score (negative = inhibition of binding), % at 10 µM; 300,000 tested, 0.38% active;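 active means inhibition past about -25% in most replicates, and total fluorescence under double the plate's negative control median, limit read from the data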;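 further: 0% = DMSO and -100% = 5 µM competing unlabeled TCR2 RNA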
Target sequence (Q9XUB2 whole entry, looked up): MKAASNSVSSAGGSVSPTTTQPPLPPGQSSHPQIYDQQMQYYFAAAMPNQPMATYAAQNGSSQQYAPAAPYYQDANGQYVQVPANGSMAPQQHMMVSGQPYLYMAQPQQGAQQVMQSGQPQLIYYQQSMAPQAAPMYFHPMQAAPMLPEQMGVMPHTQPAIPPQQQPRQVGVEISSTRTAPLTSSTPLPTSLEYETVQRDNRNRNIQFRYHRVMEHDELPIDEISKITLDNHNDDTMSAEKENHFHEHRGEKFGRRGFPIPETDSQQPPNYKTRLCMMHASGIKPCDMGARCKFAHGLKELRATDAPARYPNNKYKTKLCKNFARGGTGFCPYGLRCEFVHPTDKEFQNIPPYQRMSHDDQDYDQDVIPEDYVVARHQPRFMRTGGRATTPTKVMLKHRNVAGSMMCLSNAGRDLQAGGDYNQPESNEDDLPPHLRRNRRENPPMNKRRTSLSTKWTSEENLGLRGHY
Active calls of the source: *.

What do the screens show for `Cc1cc(NC(=O)CSc2nnc(CNc3ccc(F)cc3)n2C2CCCCC2)no1`?
Efflux pump inh: -0.1; GLD-1 TGE inh: 7; EBNA-1 inh: 14; ZTA counter: -1; Yeast superoxide: 111; Fam108B counter: 0; Bcl-xL primary: 4; MCL1 BIM primary: 6; MEX-5 binding: -2.6

What do the screens show for `CSc1ccccc1OCc1cc(C(=O)N2CCCC2c2nonc2C)no1` (configuration not stated)?
Efflux pump inh: 0.3; GLD-1 TGE inh: -4; EBNA-1 inh: -10; ZTA counter: -6; Yeast superoxide: 88; Fam108B counter: -6; Bcl-xL primary: -1; MCL1 BIM primary: -2; MEX-5 binding: 0.8

What do the screens show for `CCOc1ccc(OCC)c(NC(=O)CSc2nc3cccnc3n2C)c1`?
Efflux pump inh: -0.1; GLD-1 TGE inh: 5; EBNA-1 inh: 6; ZTA counter: 4; Yeast superoxide: 102; Fam108B counter: 3; Bcl-xL primary: 3; MCL1 BIM primary: 2; MEX-5 binding: 0.4

What do the screens show for `CC(=O)N1CCN(C(=O)COC(=O)CNC(=O)c2ccccc2C)CC1`?
Efflux pump inh: 0.0; GLD-1 TGE inh: 3; EBNA-1 inh: 0; ZTA counter: 5; Yeast superoxide: 100; Fam108B counter: 0; Bcl-xL primary: 4; MCL1 BIM primary: 3; MEX-5 binding: -0.6

How did COC(=O)[C@@]12CCCCN1[C@H](c1ccc(SC3CCCCC3)c(OC)c1)[C@@H]1C(=O)N(C)C(=O)[C@@H]12 do in these assays?
Efflux pump inh: 0.1; GLD-1 TGE inh: 1; EBNA-1 inh: 7; ZTA counter: -2; Yeast superoxide: 107; Fam108B counter: 0; Bcl-xL primary: -2; MCL1 BIM primary: 9; MEX-5 binding: 1.4

What do the screens show for `Cc1noc(NS(=O)(=O)c2ccc(NC(=O)c3ccoc3C)cc2)c1C`?
Efflux pump inh: -0.1; GLD-1 TGE inh: 7; EBNA-1 inh: 3; ZTA counter: 9; Yeast superoxide: 102; Fam108B counter: 0; Bcl-xL primary: 8; MCL1 BIM primary: 6; MEX-5 binding: -10

What do the screens show for `CCN(CC)CCn1c2ccccc2c2nc3ccc([N+](=O)[O-])cc3cc21`?
Efflux pump inh: 0.0; GLD-1 TGE inh: -2; EBNA-1 inh: -3; ZTA counter: -10; Yeast superoxide: 91; Fam108B counter: -3; Bcl-xL primary: 7; MCL1 BIM primary: 6; MEX-5 binding: -0.9

What do the screens show for `O=C1OCCC1N1C(=O)c2ccccc2S1(=O)=O` (configuration not stated)?
Efflux pump inh: 0.2; GLD-1 TGE inh: 8; EBNA-1 inh: 0; ZTA counter: 4; Yeast superoxide: 102; Fam108B counter: 4; Bcl-xL primary: 4; MCL1 BIM primary: -4; MEX-5 binding: 1.9

What do the screens show for `CCOc1cccc(C(=O)Nc2cccc(C(=O)NCC(C)C)c2)c1`?
Efflux pump inh: -0.1; GLD-1 TGE inh: 1; EBNA-1 inh: -1; ZTA counter: 7; Yeast superoxide: 102; Fam108B counter: 2; Bcl-xL primary: 7; MCL1 BIM primary: 4; MEX-5 binding: 2.8

What do the screens show for `Cc1ccc(OCC(=O)N2CCN(C(=O)c3cccc(F)c3)CC2)cc1`?
Efflux pump inh: -0.1; GLD-1 TGE inh: 1; EBNA-1 inh: 10; ZTA counter: 3; Yeast superoxide: 94; Fam108B counter: 7; Bcl-xL primary: 4; MCL1 BIM primary: 4; MEX-5 binding: 1.5

The last 2 entries of the part before open the next one.
What do the screens show for `CCOc1cccc(C(=O)Nc2cccc(C(=O)NCC(C)C)c2)c1`?
Efflux pump inh: -0.1; GLD-1 TGE inh: 1; EBNA-1 inh: -1; ZTA counter: 7; Yeast superoxide: 102; Fam108B counter: 2; Bcl-xL primary: 7; MCL1 BIM primary: 4; MEX-5 binding: 2.8

What do the screens show for `Cc1ccc(OCC(=O)N2CCN(C(=O)c3cccc(F)c3)CC2)cc1`?
Efflux pump inh: -0.1; GLD-1 TGE inh: 1; EBNA-1 inh: 10; ZTA counter: 3; Yeast superoxide: 94; Fam108B counter: 7; Bcl-xL primary: 4; MCL1 BIM primary: 4; MEX-5 binding: 1.5

Results for COc1ccc(OC)c(N(CC(=O)Nc2cccnc2)S(=O)(=O)c2ccccc2)c1 ?
Efflux pump inh: -0.2; GLD-1 TGE inh: 6; EBNA-1 inh: -6; ZTA counter: 2; Yeast superoxide: 90; Fam108B counter: -1; Bcl-xL primary: -1; MCL1 BIM primary: -4; MEX-5 binding: -1.1

What do the screens show for `O=C(NC(=O)c1cccc(F)c1)OC[C@@H]1CCCN2CCCC[C@H]12`?
Efflux pump inh: -0.1; GLD-1 TGE inh: 5; EBNA-1 inh: 11; ZTA counter: 20; Yeast superoxide: 91; Fam108B counter: -1; Bcl-xL primary: 20; MCL1 BIM primary: 14; MEX-5 binding: -4.7

What do the screens show for `Cc1nnc(SCc2c(Cl)cccc2Cl)s1`?
Efflux pump inh: 0.1; GLD-1 TGE inh: 1; EBNA-1 inh: -8; ZTA counter: 5; Yeast superoxide: 103; Fam108B counter: 2; Bcl-xL primary: 7; MCL1 BIM primary: -5

What do the screens show for `COc1ccc(N2C(=O)CSC2c2cccc(F)c2)c(OC)c1` (configuration not stated)?
Efflux pump inh: 0.0; GLD-1 TGE inh: 5; EBNA-1 inh: 16; ZTA counter: 19; Yeast superoxide: 102; Fam108B counter: 0; Bcl-xL primary: 2; MCL1 BIM primary: -2; MEX-5 binding: 1.6

How did CCCc1nnc(SCC(=O)N2CCOCC2)n1C do in these assays?
Efflux pump inh: 0.1; GLD-1 TGE inh: 2; EBNA-1 inh: 9; ZTA counter: 8; Yeast superoxide: 97; Fam108B counter: -1; Bcl-xL primary: 1; MCL1 BIM primary: -5; MEX-5 binding: -0.1

Results for COc1cc2cc(Oc3ccc4ccc(=O)oc4c3)c(=O)oc2cc1OC1OC(COC(=O)CC(C)(O)CC(=O)O)C(O)C(O)C1O (configuration not stated) ?
Efflux pump inh: -0.3; GLD-1 TGE inh: 3; EBNA-1 inh: 0; ZTA counter: 6; Yeast superoxide: 88; Fam108B counter: 0; Bcl-xL primary: 9; MCL1 BIM primary: 9; MEX-5 binding: -6.4

What do the screens show for `CCN(C(=O)CN1C(=O)NC2(CCc3ccccc32)C1=O)C1CCS(=O)(=O)C1` (configuration not stated)?
Efflux pump inh: 0.2; GLD-1 TGE inh: 9; ZTA counter: -2; Yeast superoxide: 111; Bcl-xL primary: 10; MCL1 BIM primary: 13

What do the screens show for `O=C(OCn1ncc(Br)c(Br)c1=O)c1ccccc1Cl`?
Efflux pump inh: -0.1; GLD-1 TGE inh: 5; EBNA-1 inh: 0; ZTA counter: -1; Yeast superoxide: 79; Fam108B counter: 1; Bcl-xL primary: 2; MCL1 BIM primary: -1; MEX-5 binding: 1.7

How did O=C(c1c(F)cccc1F)N1CCC(O)(c2ccc(F)cc2)CC1 do in these assays?
Efflux pump inh: -0.1; GLD-1 TGE inh: -5; EBNA-1 inh: -5; ZTA counter: -12; Yeast superoxide: 94; Fam108B counter: 2; Bcl-xL primary: 3; MCL1 BIM primary: -7; MEX-5 binding: -1.0

What do the screens show for `O=C(COC(=O)c1cn(-c2ccccc2)nc1-c1cccs1)NC1CC1`?
Efflux pump inh: 0.0; GLD-1 TGE inh: 2; EBNA-1 inh: 10; ZTA counter: 6; Yeast superoxide: 87; Fam108B counter: 1; Bcl-xL primary: -8; MCL1 BIM primary: -5; MEX-5 binding: 0.5

How did CCN(C(=O)COc1ncnc2sccc12)c1ccccc1 do in these assays?
Efflux pump inh: -0.1; GLD-1 TGE inh: 12; EBNA-1 inh: -1; ZTA counter: 2; Yeast superoxide: 102; Fam108B counter: -1; Bcl-xL primary: -8; MCL1 BIM primary: -2; MEX-5 binding: -1.9

What do the screens show for `CCC(=O)Nc1c(C#N)c2nc3ccccc3nc2n1-c1ccccc1C`?
Efflux pump inh: 0.0; GLD-1 TGE inh: 6; EBNA-1 inh: -13; ZTA counter: 13; Yeast superoxide: 101; Fam108B counter: -1; Bcl-xL primary: 5; MCL1 BIM primary: 6; MEX-5 binding: -4.9

How did O=C(NCCN1C(=O)C2C3C=CC(C3)C2C1=O)Nc1ccc(Br)cc1 (configuration not stated) do in these assays?
Efflux pump inh: -0.3; GLD-1 TGE inh: 5; EBNA-1 inh: -1; ZTA counter: 4; Yeast superoxide: 90; Fam108B counter: 3; Bcl-xL primary: 3; MCL1 BIM primary: 6; MEX-5 binding: 1.5

What do the screens show for `CCn1c(SCC(N)=O)nc2c1c(=O)n(C)c(=O)n2C`?
Efflux pump inh: 4.4; GLD-1 TGE inh: 5; EBNA-1 inh: -6; ZTA counter: 11; Yeast superoxide: 115; Fam108B counter: 1; Bcl-xL primary: 0; MCL1 BIM primary: -7; MEX-5 binding: -1.2

Results for O=C(Nc1ccc([N+](=O)[O-])cc1Cl)c1cc(Cl)ccc1O ?
Efflux pump inh: 0.0; GLD-1 TGE inh: -2; EBNA-1 inh: 1; ZTA counter: -3; Yeast superoxide: 109; Fam108B counter: 5; Bcl-xL primary: -3; MCL1 BIM primary: 3

Results for COc1cc(C(C(=O)NC2CCCCC2)N(CCN2CCOCC2)C(=O)C2COc3ccccc3O2)cc(OC)c1OC (configuration not stated) ?
Efflux pump inh: 0.0; GLD-1 TGE inh: -1; EBNA-1 inh: 7; ZTA counter: -1; Yeast superoxide: 104; Fam108B counter: 4; Bcl-xL primary: -8; MCL1 BIM primary: -8; MEX-5 binding: -0.3

How did O=c1c2ccccc2cnn1Cc1n[nH]c(=S)n1-c1ccc(F)cc1 do in these assays?
Efflux pump inh: -0.1; GLD-1 TGE inh: -7; EBNA-1 inh: 0; ZTA counter: 1; Yeast superoxide: 105; Fam108B counter: 3; Bcl-xL primary: -9; MCL1 BIM primary: -4; MEX-5 binding: 2.4

How did CCc1cccc(NC(=O)CCC(=O)N2CCSc3ccccc32)c1 do in these assays?
Efflux pump inh: 0.2; GLD-1 TGE inh: 6; EBNA-1 inh: -12; ZTA counter: -5; Yeast superoxide: 122; Fam108B counter: 3; Bcl-xL primary: 0; MCL1 BIM primary: 1; MEX-5 binding: 0.2

Results for O=C(Cn1c(=O)oc2cc(S(=O)(=O)N3CCc4ccccc43)ccc21)N1CCCCC1 ?
Efflux pump inh: -0.2; GLD-1 TGE inh: 7; EBNA-1 inh: 10; ZTA counter: 15; Yeast superoxide: 109; Fam108B counter: 2; Bcl-xL primary: 1; MCL1 BIM primary: 0; MEX-5 binding: 2.3

What do the screens show for `CCC1S/C(=N/N=C/c2ccco2)NC1=O` (configuration not stated)?
Efflux pump inh: 0.2; GLD-1 TGE inh: 0; EBNA-1 inh: 7; ZTA counter: -8; Yeast superoxide: 95; Fam108B counter: -5; Bcl-xL primary: -3; MCL1 BIM primary: -2; MEX-5 binding: 1.2

How did COc1ccc(NC(=O)CN(C)C(=O)c2ccc3c(c2)OCCO3)cc1 do in these assays?
Efflux pump inh: 0.1; GLD-1 TGE inh: 3; EBNA-1 inh: -2; ZTA counter: 2; Yeast superoxide: 98; Fam108B counter: -2; Bcl-xL primary: 4; MCL1 BIM primary: -2; MEX-5 binding: 1.2

How did CCCOc1ccc(C(=O)CCC(=O)OCC(=O)N(C)c2c(N)n(Cc3ccccc3)c(=O)[nH]c2=O)cc1 do in these assays?
Efflux pump inh: 0.1; GLD-1 TGE inh: 4; EBNA-1 inh: -1; ZTA counter: 7; Yeast superoxide: 106; Fam108B counter: 1; Bcl-xL primary: 6; MCL1 BIM primary: 8; MEX-5 binding: 0.8

What do the screens show for `Cc1nc(NC(=O)c2cc3ccccc3o2)sc1C`?
Efflux pump inh: -0.1; GLD-1 TGE inh: -2; EBNA-1 inh: 0; ZTA counter: 3; Yeast superoxide: 87; Fam108B counter: -1; Bcl-xL primary: 3; MCL1 BIM primary: 2; MEX-5 binding: -0.1
